GPR151 ag: activators of human GPR151. Q8TDV0. PathHunter beta-arrestin GPR151 cells, luminescence. activation, % at 11.2 µM. actives 1% (n = 650,000); in the data active = activation above about 4.9%;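 note: 0% = median of compound wells and 100% = cells with positive control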
Target sequence (Q8TDV0 whole entry, looked up): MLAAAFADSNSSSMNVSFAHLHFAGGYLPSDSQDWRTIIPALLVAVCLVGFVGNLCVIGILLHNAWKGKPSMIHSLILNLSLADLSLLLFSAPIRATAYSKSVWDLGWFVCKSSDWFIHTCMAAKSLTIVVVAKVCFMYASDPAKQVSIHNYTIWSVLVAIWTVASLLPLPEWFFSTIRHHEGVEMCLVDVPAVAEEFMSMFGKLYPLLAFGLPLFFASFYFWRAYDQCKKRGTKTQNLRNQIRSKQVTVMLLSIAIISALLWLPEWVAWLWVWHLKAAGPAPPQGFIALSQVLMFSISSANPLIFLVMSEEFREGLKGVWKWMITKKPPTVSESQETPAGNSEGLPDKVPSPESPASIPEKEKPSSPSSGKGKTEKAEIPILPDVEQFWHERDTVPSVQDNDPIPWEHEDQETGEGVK
MITF inh: inhibitors of human MITF; O75030; inhibition, % at 2.6 µM; AlphaScreen MITF homodimerization, bead proximity signal; AID 1259374; actives 0.91% (n = 650,000); in the data active = inhibition above about 50%;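 note: 0% = vehicle wells with protein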
TEAD-YAP block: TEAD-YAP interaction inhibition; actives 1.4% (n = 640,000); HEK-TIYL cells, TEAD-Gal4/YAP UAS-luciferase luminescence; inhibition, % at 9.12 µM; in the data active = inhibition above about 32%;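 note: 0% = median of test compound wells and 100% = reference inhibitor wells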
FBW7 act: human FBW7 E3 ligase activation, primary screen | AlphaScreen FBW7–phospho-cyclin E peptide binding, activator screen | normalized activity (activation), % at 26.1 µM | actives 0.13% (n = 650,000) | AID 1259310 | Q969H0; in the data active = normalized activity above about 1.9%;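 note: purified mutant Fbw7 with reduced substrate affinity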
Target sequence (Q969H0 whole entry, looked up): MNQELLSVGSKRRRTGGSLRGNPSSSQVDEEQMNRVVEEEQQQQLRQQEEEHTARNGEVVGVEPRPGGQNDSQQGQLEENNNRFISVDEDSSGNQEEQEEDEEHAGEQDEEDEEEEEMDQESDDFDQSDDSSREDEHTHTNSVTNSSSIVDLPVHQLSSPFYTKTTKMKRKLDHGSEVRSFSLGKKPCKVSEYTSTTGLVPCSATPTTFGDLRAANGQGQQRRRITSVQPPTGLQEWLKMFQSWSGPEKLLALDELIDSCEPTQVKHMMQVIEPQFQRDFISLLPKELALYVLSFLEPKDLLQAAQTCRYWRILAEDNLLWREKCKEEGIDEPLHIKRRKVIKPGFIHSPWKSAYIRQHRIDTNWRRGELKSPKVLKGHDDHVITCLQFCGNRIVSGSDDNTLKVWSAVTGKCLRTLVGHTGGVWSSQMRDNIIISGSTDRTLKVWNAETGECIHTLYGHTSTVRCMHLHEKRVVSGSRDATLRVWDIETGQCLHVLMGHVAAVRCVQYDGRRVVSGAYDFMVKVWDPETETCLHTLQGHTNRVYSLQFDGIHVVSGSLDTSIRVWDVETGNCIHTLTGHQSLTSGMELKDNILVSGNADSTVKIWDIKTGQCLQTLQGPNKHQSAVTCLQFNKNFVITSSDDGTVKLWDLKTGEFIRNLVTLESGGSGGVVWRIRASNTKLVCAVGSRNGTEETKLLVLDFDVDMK
Starred values were filed as active, the others as inactive.

SMILES | GPR151 ag | MITF inh | TEAD-YAP block | FBW7 act
Cc1ccc(CN[C@H]2C[C@H]3C(=O)N4CCC[C@H]4C(=O)N3C2)cc1 | -2.4 | -15 | -26 | 0.1
COc1cccc(/C=C2/C(=O)NC(=O)N(C)C2=O)c1O | 0.7 | -6 | 2 | -0.2
COc1cccc(-c2nc3ccccc3c(=O)n2NC(=O)c2cccnc2Cl)c1 | -0.3 | 5 | -4 | 0.2
CCCn1nnnc1NCc1ccc(OCC)cc1 | 1.1 | -5 | -18 | 0.1
COc1ccccc1C1N(c2ccc(F)cc2)C(=O)C2CCCN21 (stereo not given) | 0.9 | 15 | 6 | 0.0
CCOC(=O)c1ccc(NC(=O)COc2ccc(Br)cc2)cc1 | 1.8 | 9 | 5 | 0.3
CC1=C(C(N)=O)C(c2cccc(O)c2)n2nc(CCCO)nc2N1 (stereo not given) | 2.7 | 0 | 6 | 0.5
CCn1c(SCC(=O)c2ccccc2)nnc1-c1ccoc1C | -0.4 | 2 | -16 | -0.1
COc1cccc(C(=O)Nc2c(CCc3ccccc3)nc3cnc(NC(C)=O)cn23)c1 | 0.5 | -2 | 4 | -0.2
CCOC(=O)C1=C(C)NC(C)=C(C(=O)OCC)C1c1cn(-c2ccccc2)nc1-c1ccc(Cl)cc1 | 0.0 | -32 | -6 | -0.1
Cc1ccc(-n2[nH]c(C)c(C=Nc3ccccc3)c2=O)cc1 | -2.4 | -13 | -3 | -0.4
Cc1ccc(C(=O)N2CCCC2)c(Cl)c1 | 0.9 | -6 | -7 | 0.0
Cc1cc(C)cc(N(C(=O)CC(C)C)C2C=CS(=O)(=O)C2)c1 (stereo not given) | -0.5 | 7 | 1 | -0.1
CCCCc1sc(N)nc1-c1ccc2c(c1)CCN2S(C)(=O)=O | -1.2 | 4 | -6 | -0.1
COc1ccc(C2C(C#N)=C(N)N(c3ccccc3F)C3=C2C(=O)CC(C)(C)C3)cc1OC (stereo not given) | -0.6 | 11 | 11 | 0.9
Cc1cc(-c2cnc(N3CCCC3)nc2C2CCN(Cc3ccccn3)CC2)on1 | 0.2 | -2 | -2 | -0.1
CC(=O)C1=C(C)Nc2ncnn2C1c1ccc(OC(=O)c2ccccc2)cc1 (stereo not given) | 1.1 | 12 | -10 | 0.1
CCOc1ccccc1/C=N/NC(=O)CC(=O)NCCCOC | 1.1 | -7 | 1 | 0.0
Cc1cccc(/C(N)=N/OC(=O)Cc2ccc(Cl)cc2)c1 | -0.4 | -8 | -30 | 0.2
CCN(CC)C(=O)c1cc(-c2ccccc2O)on1 | -0.3 | 5 | -36 | 0.0
CC(C)n1cnc2c(NCCCN3CCCC3=O)nc(NCc3cccnc3)nc21 | 0.9 | 8 | 4 | 0.0
CCN1CCN(C(=O)CCNS(=O)(=O)c2ccc(Cl)cc2)CC1 | -0.5 | 5 | 7 | 0.1
Cc1nn(CC(=O)Nc2c(C)n(C)n(-c3ccccc3)c2=O)c(C)c1[N+](=O)[O-] | 0.8 | -2 | 16 | 0.1
COc1ccc(C(CC(=O)NC2CCCCC2)N2Cc3ccccc3C2=O)cc1OC (stereo not given) | -0.2 | -5 | -7 | 0.5
CCOc1ccc2nc(NC3=NC(c4ccc(OC)cc4)CC(=O)N3)nc(C)c2c1 (stereo not given) | -0.7 | -13 | -9 | -0.1
Next records follow:
SMILES | GPR151 ag | MITF inh | TEAD-YAP block | FBW7 act
Cc1cc2nc3s/c(=C/c4ccc(-c5cccc(Cl)c5)o4)c(=O)n3c2cc1C | 1.0 | 13 | 6 | 0.0
Cc1cc(Br)cc(C)c1OCCN | 0.5 | 17 | -2 | 1.5
Cc1ccc(-c2nn3cnnc3c3ccccc23)cc1 | 0.2 | 3 | 3 | 0.1
CCc1ccccc1N(C)S(=O)(=O)c1ccc2[nH]cc(C(=O)NC(C)CC)c(=O)c2c1 (stereo not given) | -0.7 | -4 | -5 | 0.1
N#CC1=C(N)OC(c2ccccc2)=C(n2cnc([N+](=O)[O-])c2)C1c1cccnc1 (stereo not given) | 8.2* | -5 | 2 | 0.1
COc1ccc(C(CC(=O)O)NC(=O)c2ccc(F)cc2)cc1 (stereo not given) | -1.3 | 1 | 1 | -0.2
CC1(C(=O)Nc2cccc3ncccc23)Cc2ccccc2C(=O)O1 (stereo not given) | 0.2 | 14 | 5 | -0.1
CCC(=O)Nc1ccc(NC(=O)CSc2nnc(C)c(=O)[nH]2)cc1 | 0.0 | -4 | 4 | -0.1
N#Cc1c2c(cn3c(=O)c(C(=O)O)cnc13)CCCN2 | 1.4 | 6 | 1 | 0.1
COc1ccccc1CCc1nnc(CCC(=O)NCCn2nc(C)cc2C)o1 | 1.4 | 15 | -9 | 0.3
COc1ccccc1N(CC(=O)Nc1c(C)cccc1C)S(=O)(=O)c1ccc(C)cc1 | 1.0 | 11 | 5 | 0.0
Cc1nc2c(c(=O)[nH]1)CN(CC1CCCCC1)CC2 | -1.4 | 9 | -4 | 0.0
Cc1noc(C)c1S(=O)(=O)N(C)CC(=O)NC1CCCC1 | -0.6 | 4 | -1 | -0.1
C=CCNC(=O)CCNS(=O)(=O)c1ccc(Cl)cc1 | 0.2 | 5 | 6 | -0.1
Cc1ccc(C2NC(=S)NC(O)(C(F)(F)F)C2C(=O)c2cccs2)o1 (stereo not given) | 0.4 | 24 | 2 | 0.0
COc1ccc(C(=O)COC(=O)Cc2ccccc2)cc1 | -1.5 | 12 | -4 | 0.2
O=C(CSc1ccc2nnc(-c3ccc(F)cc3)n2n1)Nc1ccccc1F | 0.1 | 6 | 0 | 0.0
O=C(Nc1cc(F)ccc1F)c1oc(=O)c2ccccc2c1-c1ccccc1 | -0.3 | 3 | 5 | -0.2
CCOc1cc(/C=C2/C(=N)N3N=C(C(F)(F)F)SC3=NC2=O)ccc1OCCOc1c(C)cccc1C | 0.9 | -21 | 19 | 0.1
Cc1nc2sccn2c1CN1CCN(C2CCCC2)C(CCO)C1 (stereo not given) | 0.4 | 0 | -7 | 0.1
CC(=O)N1CCN(C(=O)c2cccc(S(=O)(=O)N(C)C(C)C)c2)CC1 | -0.8 | -7 | 3 | 0.0
Cc1ccn2c(=O)c(C(=O)Nc3ccc(F)c(Cl)c3)cnc2c1 | -0.4 | -2 | -36 | 0.2
CSc1cccc(N2C(=O)NC3CC2(C)Oc2ccc([N+](=O)[O-])cc23)c1 (stereo not given) | 0.6 | 9 | 2 | 0.0
CCCCNC(=O)C1CCN(S(=O)(=O)N2CCOCC2)CC1 | 0.7 | 16 | -6 | 1.0
COc1ccccc1NC(=O)C(C)Oc1ccccc1C (stereo not given) | 1.1 | 15 | -14 | 0.3

At a glance, some entries already given.
SMILES | GPR151 ag | MITF inh | TEAD-YAP block | FBW7 act
Cc1cc2nc3s/c(=C/c4ccc(-c5cccc(Cl)c5)o4)c(=O)n3c2cc1C | 1.0 | 13 | 6 | 0.0
Cc1cc(Br)cc(C)c1OCCN | 0.5 | 17 | -2 | 1.5
Cc1ccc(-c2nn3cnnc3c3ccccc23)cc1 | 0.2 | 3 | 3 | 0.1
CCc1ccccc1N(C)S(=O)(=O)c1ccc2[nH]cc(C(=O)NC(C)CC)c(=O)c2c1 (stereo not given) | -0.7 | -4 | -5 | 0.1
N#CC1=C(N)OC(c2ccccc2)=C(n2cnc([N+](=O)[O-])c2)C1c1cccnc1 (stereo not given) | 8.2* | -5 | 2 | 0.1
COc1ccc(C(CC(=O)O)NC(=O)c2ccc(F)cc2)cc1 (stereo not given) | -1.3 | 1 | 1 | -0.2
CC1(C(=O)Nc2cccc3ncccc23)Cc2ccccc2C(=O)O1 (stereo not given) | 0.2 | 14 | 5 | -0.1
CCC(=O)Nc1ccc(NC(=O)CSc2nnc(C)c(=O)[nH]2)cc1 | 0.0 | -4 | 4 | -0.1
N#Cc1c2c(cn3c(=O)c(C(=O)O)cnc13)CCCN2 | 1.4 | 6 | 1 | 0.1
COc1ccccc1CCc1nnc(CCC(=O)NCCn2nc(C)cc2C)o1 | 1.4 | 15 | -9 | 0.3
COc1ccccc1N(CC(=O)Nc1c(C)cccc1C)S(=O)(=O)c1ccc(C)cc1 | 1.0 | 11 | 5 | 0.0
Cc1nc2c(c(=O)[nH]1)CN(CC1CCCCC1)CC2 | -1.4 | 9 | -4 | 0.0
Cc1noc(C)c1S(=O)(=O)N(C)CC(=O)NC1CCCC1 | -0.6 | 4 | -1 | -0.1
C=CCNC(=O)CCNS(=O)(=O)c1ccc(Cl)cc1 | 0.2 | 5 | 6 | -0.1

Carrying on:
SMILES | GPR151 ag | MITF inh | TEAD-YAP block | FBW7 act
O=C(c1cc2ccccn2n1)N1CCN(c2cccc(C(F)(F)F)c2)CC1 | 0.3 | 11 | 6 | 0.1
Nc1nc(NCCOc2ccccc2)cc(-c2ccc(N3CCOCC3)nc2)n1 | -3.0 | -12 | -29 | 0.0
CCOC(=O)COc1ccc2c(C)cc(=O)oc2c1C | 1.3 | 6 | 2 | 0.2
Cc1ccc(-c2nc(C=Nc3ccc(C(=O)N(C)c4ccccc4)cc3)c(O)o2)cc1 | -0.3 | 6 | 1 | 0.9
O=C(NCC1CN(c2ccc(F)cc2)C(=O)O1)c1ccc(F)c(F)c1 (stereo not given) | -2.2 | 5 | -4 | 0.0
CC(Sc1nnc2c(n1)[nH]c1ccccc12)C(=O)O (stereo not given) | -2.0 | 17 | -27 | 0.2
CCOc1cc(C(=O)Nc2ccc(OC)cc2[N+](=O)[O-])cc(OCC)c1OCC | 0.5 | -5 | 8 | 0.2
O=C(Oc1cccc(-c2nnco2)c1)N1CCCCC1 | -0.3 | 6 | 3 | -0.1
CCOc1ccc(NC(=O)CN2CCN(CC(=O)Nc3ccc(C(=O)OC)cc3)CC2)cc1 | -1.0 | 5 | 19 | -0.1
O=C(NCCCN1CCN(C2CCCCC2)CC1)c1cc2c(s1)CS(=O)(=O)C2 | 0.7 | -25 | 13 | 0.0
CN(CC1CCOCC1)C(=O)CC1C(=O)NCCN1Cc1ccccc1F (stereo not given) | -0.3 | 8 | 9 | 0.1
COC(=O)c1sc(=S)n(-c2cccc(SC)c2)c1N | 0.8 | -4 | -6 | -0.1
CC(=O)N(CC1CC1)C1CCN(Cc2ccncc2)CC1 | 3.1 | -6 | 1 | -0.2
Clc1ccc(N/N=C/c2ccccc2Br)nn1 | -0.2 | 0 | -13 | 0.0
Nc1cccc(-c2cccc(C(=O)NCc3cccnc3)n2)c1 | -0.4 | 3 | -2 | 0.2
CC(=O)c1ccc(NC(=O)CN2C(=O)C3CCCN3C(=O)c3ccccc32)cc1 (stereo not given) | -1.3 | -9 | -7 | -0.1
COc1ccc(CCN(Cc2cc3cccc(C)c3n3nnnc23)C(=O)C2CC2)cc1OC | -0.9 | 2 | 1 | 0.0
CCc1ccccc1NC(=O)NCCNc1cc(-n2nc(C)cc2C)nc(C)n1 | -2.5 | 11 | -1 | 0.5
C#CCN1C(=O)S/C(=C/c2ccc3c(c2)n(C)c(=O)n3C)C1=O | 0.3 | -4 | -3 | -0.1
CC(C)C[C@H]1NC(=O)[C@@H]2C[C@H](NCc3cccc4ncccc34)CN2C1=O | -1.8 | 17 | 4 | -0.1
COc1ccc(CNCCC2CCC(=O)N2CCC2=CC[C@H]3C[C@@H]2C3(C)C)cc1 (stereo not given in full) | -0.9 | 13 | 9 | 0.2
N#CCSc1nc2c(sc3ccccc32)c(=O)n1-c1ccccc1 | 0.1 | 11 | 6 | 0.2
O=C(CSc1ncnc2c1nnn2Cc1ccc(F)cc1)N1CCCC1 | -0.8 | 8 | 24 | -0.1
CCOc1ccc(C2=NN3C(C2)c2cccc(OCC)c2OC3c2ccc(OC)cc2)cc1 (stereo not given) | -1.4 | 5 | 2 | -0.1
O=C(NC1CC1)c1ccc(-c2nc(NCc3cccnc3)c3ncn(CCN4CCCC4=O)c3n2)cc1 | -0.7 | 2 | -13 | -0.1
The list goes on:
SMILES | GPR151 ag | MITF inh | TEAD-YAP block | FBW7 act
CC1CCCN(CCC(=O)Nc2ccccc2F)C1 (stereo not given) | -1.1 | -16 | -7 | 0.1
COc1ccc2nc(NC(=O)c3cc(Cl)ccc3[N+](=O)[O-])sc2c1 | 0.6 | 1 | -15 | 0.0
O=c1[nH]c(SC2CCCC2)nc2c1cnn2Cc1ccc(F)cc1 | -0.1 | -14 | -1 | 0.1
CC(CCc1ccccc1)NC(=O)c1ccc2c(c1)OCCO2 (stereo not given) | 0.5 | 6 | -30 | 0.0
O=C(Nc1ccc(-c2nc3ncccc3o2)cc1)c1ccc2c(c1)OCCO2 | -0.1 | 16 | 14 | 0.1
CCOc1cc(/C=C2/C(=N)N3C=CSC3=NC2=O)ccc1OCc1ccc2c(c1)OCO2 | -0.4 | -10 | -4 | -0.1
CC(NC(=O)c1nnn(-c2ccccc2)c1N)c1ccccc1 (stereo not given) | 1.5 | -3 | -38 | 0.0
COc1ccc(Cl)cc1NC(=O)CCN1C(=O)c2ccncc2C1=O | -0.2 | 11 | 9 | 0.6
Cc1c(Br)c([N+](=O)[O-])nn1CC(=O)Nc1sc2c(c1C#N)CCC(C)C2 (stereo not given) | -0.1 | 8 | 4 | 0.3
COCCCNC(=O)CN1C(=O)CCSc2ccccc21 | -0.2 | 3 | 1 | -0.1
NC(=O)c1cc(S(=O)(=O)N2CCCC2)ccc1O | 0.2 | -2 | 1 | -0.1
COc1cccc(/C=c2\sc3n(c2=O)C(N)=C(C#N)C(c2cccc(OC)c2OC)C=3C#N)c1OC (stereo not given) | 0.2 | 5 | 5 | -0.2
COc1ccc(Nc2cc(C)nc(N3CCN(C(=O)C4CCCCC4)CC3)n2)cc1 | -1.8 | 11 | 30 | -0.1
CCCN1CCOC(CC(=O)Nc2ccc(Br)cc2Br)C1=O (stereo not given) | -1.8 | -1 | 12 | 0.0
COCCCNC(=O)/C(=C/c1ccc(C)cc1)NC(=O)c1ccc(C)cc1 | -0.3 | 0 | 0 | 0.1

An unsorted share of the library (roughly 3.5% active in at least one column).
